# Screens (PubChem)
# Nrf2 activator: activators of Nrf2 (ARE) signaling | Potency, µM (doses to about 46.1 µM), for inactives: at the highest dose activation, usual class: activators | 410,000 compounds, 0.31% hits | AREc32 ARE-luciferase reporter (MCF7-derived line), luminescence, 24 h; further: potency means the concentration at half of the fitted maximal effect; % of control where 0% means no effect; nearly all actives have a fitted effect of over 65% in size
#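 ARE activation measured as luciferase luminescence (Steady-Glo, 30 min RT) in AREc32_Fluc cells after 24 hr compound exposure at 37 deg C, 5% CO2; cells seeded overnight at 1000/well in OPTI-MEM, 5% FBS.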
# Akt phos inh: inhibitors of Akt phosphorylation; Neuro2A IGF-stimulated pAkt S473 HTRF, 20 min; stronger effect = lower value; activity change, % for hits at 50 µM; 360,000 compounds, 0.32% hits; AID 651550; in the data active means activity change below about -80%; inconclusive means mostly about -51% to -80%; further: on the % scale 0 is the no-effect control and ±100 the full control effect
#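 Single-point screen (50 µM final compound) in Neuro2A cells stimulated 20 min with 6 nM IGF at 37 deg C. After lysis, Ser473-phosphorylated Akt read by HTRF (ex 330 nm, em 615/665 nm) as the 665/615 ratio.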
# CCT chaperon mod: cytosolic chaperonin activity modulation | purified chaperonin ATPase assay, HTRF ADP detection, 30 min | activity change, % (test concentration not listed), hits read low | 360,000 compounds, 0.3% hits | AID 651819; in the data active means activity change below about -30%; further: on the % scale 0 is the no-effect control and ±100 the full control effect
#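 First, chaperonin was dispensed at 40 nM or 20 nM final depending on batch activity. Next, compounds were pinned at 76 uM and ATP added at 10 uM. After 30 min at 37 °C, ADP detection reagents ran 30 min at ambient temperature.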
# A549 tox: kills or reduces viability of A549 cells in Nrf2 counter-screen | 390,000 compounds, 0.16% hits | AID 504648 | A549 ARE-Fluc cells, CellTiter-Fluor viability, 18-24 h | Potency, µM (series often up to 46 µM), without a hit: top-dose activity change, negative = cytotoxicity, actives largely listed as inhibitors; further: potency means the concentration at half of the fitted maximal effect; on the % scale 0 is the no-effect control and ±100 the full control effect
#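 A549 ARE_Fluc cells in 5% FBS OPTI-MEM were exposed to compounds in concentration-response for 18-24 h at 37 deg C. Viability was read by CellTiter-Fluor fluorescence (Ex 405/Em 525) after 30 min, before the luciferase read.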
# HepG2 viability: counter-screen for TGF-b inhibitors: cytotoxicity in HepG2 cells; AID 588856; 410,000 compounds, 0.76% hits; Potency, µM (titrated, usually from 46.1 µM), for inactives: at the highest dose activity change, negative = cytotoxicity, actives largely listed as cytotoxic; HepG2 CAGA-GFP viability, ATP luminescence, 18 h; further: potency means the concentration at half of the fitted maximal effect; some results filed as inactive show a strong effect at the top dose
#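 CellTiter-Glo luminescence gave cytotoxicity after 18 hours at 37 degrees C. The cells were HepG2 CAGA-GFP in 1% FBS DMEM, stimulated with 500 pg/mL TGF-beta after compound addition. %Activity was normalised to no-cell wells (complete cell-killing) and DMSO (no toxicity), and curves were fitted and classified.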
# ATXN viability: viability counter-screen for ATXN expression inhibitors. S2 cells (HEK-293 line with an ATXN2-luciferase reporter) viability, CellTiter-Fluor protease fluorescence, 24 h. Potency, µM (top dose mostly 56.7 µM), actives largely listed as cytotoxic. 400,000 compounds, 0.49% hits. AID 651635; further: potency means the concentration at half of the fitted maximal effect; nearly all actives have a fitted effect of over 40% in size
# Nrf2 inh: inhibitors of Nrf2 signaling; A549 ARE-Fluc reporter, luciferase luminescence, 18-24 h; Potency, µM (doses to about 46 µM), for the others: top-dose activity change, negative = inhibition, actives largely listed as inhibitors; 360,000 compounds, 2.1% hits; AID 504444; further: potency means the concentration at half of the fitted maximal effect; on the % scale 0 is the no-effect control and ±100 the full control effect; nearly all actives have a fitted effect of over 60% in size
#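 In this cell-based qHTS, ARE-driven firefly luciferase in A549 cells reports Nrf2 activity; the luminescent signal after BugLite lysis is the measured value, with a prior CellTiter-Fluor read for cell health.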
# TGFb inhibitor: inhibitors of TGF-b signaling; HepG2 CAGA-GFP TGF-b/SMAD3 reporter, GFP fluorescence, 18 h; TGF-beta stimulated, 500 pg/mL final; Potency, µM (titrated, usually from 46.1 µM), for inactives: top-dose activity, negative = inhibition, most hits filed as inhibitors; 410,000 compounds, 1.2% hits; AID 588855; further: potency means the concentration at half of the fitted maximal effect; on the % scale 0 is the no-effect control and ±100 the full control effect; nearly all actives have a fitted effect of over 65% in size
#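 Cell-based qHTS in HEPG2 carrying a CAGA-GFP Smad reporter; compounds added before 500 pg/mL final TGF-beta, 18 h incubation at 37 degrees C, GFP fluorescence quantified per cell by imaging cytometry.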
# Mm-Cpn inhibitor: M. maripaludis TRiC chaperonin inhibition | purified Mm-Cpn ATPase, ADP Transcreener TR-FRET | Potency, µM (titrated, usually from 76.9 µM), without a hit: top-dose activity, negative = inhibition, actives largely listed as inhibitors | 330,000 compounds, 0.031% hits | AID 504842; further: potency means the concentration at half of the fitted maximal effect; on the % scale 0 is the no-effect control and ±100 the full control effect; nearly all actives have a fitted effect of over 80% in size
#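 ATPase turnover read by TR-FRET ADP competition (Eu cryptate antibody/ADP-d2, 665/590 nm): 10uM ATP final, 25nM Mm-CPN final, 30 min 37degC after 10-min compound preincubation, pH 7.4 Tris/KCl/MgCl2/DTT buffer.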
# * marks the source's active call; other numbers are inactive results; i = inactive; u = inconclusive; x = no result given; [ ] = dose if it differs, or a comment. Unless noted, the call rests on the fitted dose curve; in most records, active means well fitted curve in the direction sought with a large enough effect; inconclusive means small, poorly fitted or top-dose-only effect, or another doubt; inactive means no such curve, though single readings can be large; an effect the other way counts as inactive or inconclusive. The order is random; about 4.4% have a hit in one of these screens.
SMILES,Nrf2 activator,Akt phos inh,CCT chaperon mod,A549 tox,HepG2 viability,ATXN viability,Nrf2 inh,TGFb inhibitor,Mm-Cpn inhibitor
Cc1c(/C=N/NC(=O)COc2ccccc2[N+](=O)[O-])c2ccccc2n1C,5.2%,i,-2.4,4%,-21%,i,u,u,-1%
CCN1CCc2c(sc(NC(=O)CSc3ccccc3)c2-c2nc3ccccc3s2)C1,15%,x,x,-2%,-51%,x,-6%,206%[activator],x
O=C1C=C(c2ccccc2)C[C@@H](c2ccc(Cl)cc2)C1,-0.1%,i,-1.3,15%,-14%,i,21%,u,1%
CC1(C#CC[N+]2(C)CCCCC2)CCC2C(O1)c1ccccc1OC2(C)C (stereo unspecified),-0.1%,i,3.8,-3%,-5%,i,7%,6%,-1%[15.4 µM]
Cc1cc(Nc2ccc(Br)cc2)n2nc(-c3ccccc3C)nc2n1,2.9%,x,x,-16%,-10%,i,u,u,x
COc1cccc(NC(=O)N2CCc3nc(NCc4cccc(Oc5ccccc5)c4)ncc3C2)c1,1.1%,i,0.9,x,-27%,i,x,u,x
CCOC(=O)C1=CC[C@@H](c2ccc(OC)cc2)N(S(=O)(=O)c2ccc(C)cc2)[C@H]1CC,2.9%,i,2.5,x,-9%,i,x,u,x
CNC(=S)N(Cc1ccco1)Cc1cc2cc3c(cc2[nH]c1=O)OCCO3,4.2%,i,-0.4,3%,-9%,i,-3%,-26%,0%
COc1ccc(OCC(=O)N2CCCC2=O)c([N+](=O)[O-])c1,-0.7%,i,-1.8,9%,-12%,i,4%,2%,-4%
CC1Cc2ccccc2N1C(=O)COC(=O)/C=C/c1cccc(F)c1 (stereo unspecified),1.9%,i,0.0,0%,4%,i,0%,6%,0%
CCC(Sc1nc2cc(OC)c(OC)cc2c(=O)n1CCc1ccc(OC)c(OC)c1)C(=O)NCCOC (stereo unspecified),1.2%,i,1.4,-1%,-2%,u,u,15%,-1%
Cc1sc2nc(CSCC(=O)NC3(C#N)CCCCC3)[nH]c(=O)c2c1C,3.2%,i,1.2,6%,-26%,i,-7%,-5%,1%
CCOC(=O)c1c(C)[nH]c(C(=O)COC(=O)c2ccccc2NC(=O)c2ccco2)c1C,0.3%,i,-6.8,-5%,-38%,i,-2%,3%,-1%
O=S(=O)(NCC(c1cccs1)S(=O)(=O)c1ccccc1)c1ccc(F)cc1 (stereo unspecified),u,x,x,4%,-59%,x,x,4µM*,x
Cc1ccc([C@@H]2CC=C(C(=O)O)[C@H](c3ccc(Br)cc3)N2S(=O)(=O)c2ccccc2C)cc1,-0.8%,i,-0.7,-3%,-12%,u,-29%,u,0%
CC(C)N1CCN(C(=O)c2cccc(Cl)c2)CC1,-0.2%,i,0.2,2%,-12%,i,1%,-4%,1%
C=C1CSc2nc(=O)c3c4c(sc3n21)CCCC4,-0.6%,i,0.7,-11%,-4%,i,-12%,-8%,-1%
CCCCn1c(N)c(N(CC(C)C)C(=O)c2ccc(OCc3c(C)noc3C)cc2)c(=O)[nH]c1=O,0.2%,i,-0.6,-3%,-11%,i,2%,u,0%
CCc1ccc(-n2c(SCC(=O)N3Cc4ccccc4CC3C(=O)O)nnc2-c2ccncc2)cc1 (stereo unspecified),-0.2%,i,-4.7,-6%,-6%,i,0%,-4%,2%
CN(C)c1ccc(C(CNC(=O)c2ccccc2Cl)N2CCc3ccccc32)cc1 (stereo unspecified),7.4%,x,x,2%,11%,x,x,-9%,x
CC(C)(C)C(=O)O/N=C(\N)c1ccc(Oc2cc(Cl)cc(Cl)c2)c([N+](=O)[O-])c1,-0.1%,i,1.0,-7%,-3%,i,-1%,1%,-4%
CCc1nc2ccc(C(=O)N3CCN(S(=O)(=O)CC)CC3)cn2c1N(C=O)Cc1ccc(OC)cc1,-0.4%,i,0.5,x,-9%,i,x,0%,x
O=C(CS(=O)(=O)c1ccccc1)Nc1ccc(Cl)cn1,-0.3%,i,1.2,2%,3%,i,3%,-2%,-1%
Cc1ccc(S/C(=N/S(=O)(=O)c2ccc(Cl)cc2)c2ccccc2)cc1,x,x,x,-8%,-22%,x,-5%,6%,x
COc1cc(C(=O)COC(=O)c2c(C)noc2C)cc(OC)c1OC,0.4%,i,-0.2,-2%,1%,i,4%,15%,3%
CCOc1ccc(-n2c(SCC(=O)N3CCCc4ccccc43)nc3c([nH]c4ccccc43)c2=O)cc1,0.6%,x,x,8%,-13%,i,x,1%,x
O=C(Nc1nc2c(s1)CCCC2)c1cc2n(n1)C(C(F)(F)F)CC(C1CC1)N2 (stereo unspecified),3.8%,i,-0.7,-14%,-11%,i,-10%,-8%,1%
CNC(=S)Nc1cc(C(=O)N2CCCC2)ccc1N1CCCC1,0.1%,i,-4.1,0%,-2%,i,-24%,17%,-5%
Cc1ccc(CNC(=O)CNC(=O)c2c(C)nn(C)c2Cl)cc1,0.7%,i,-0.6,-8%,6%,i,1%,-1%,1%
COc1cccc(NC(=O)N(CCC(C)C)C2CCN(C(C)C)CC2)c1,3.1%,x,x,-9%,-19%,x,x,-9%,x
CC(=O)c1ccc(NC(=O)c2ccc([N+](=O)[O-])o2)cc1,-4.3%,i,-2.7,-2%,16µM*,u,1%,13µM*,-1%
O=C(Nc1ccc2snnc2c1)Nc1cccc2ccccc12,0.8%,i,-1.2,-24%,0%,u,16µM*,-4%,-1%
C=CCNc1nc(NCC)nc(N2CCOCC2)n1,0.4%,i,-1.9,-5%,-8%,i,-11%,-59%,1%
c1ccc2c(c1)ncn2-c1cncnc1,-0.3%,i,-0.5,x,4%,i,x,-2%,x
COc1ccc(S(=O)(=O)N2CCCCCC2)cc1NC(=O)Cc1ccccc1,-0.1%,i,-4.2,5%,-19%,i,4%,-4%,0%
O=C(Nc1nc2c(s1)CCCC2)c1cc(-c2ccccc2)nc2ccccc12,-0.3%[9.22 µM],i,1.1,-5%,16%,u,-26%,-2%,2%

# Grouped by structure: those above with a COOH group
SMILES,Nrf2 activator,Akt phos inh,CCT chaperon mod,A549 tox,HepG2 viability,ATXN viability,Nrf2 inh,TGFb inhibitor,Mm-Cpn inhibitor
Cc1ccc([C@@H]2CC=C(C(=O)O)[C@H](c3ccc(Br)cc3)N2S(=O)(=O)c2ccccc2C)cc1,-0.8%,i,-0.7,-3%,-12%,u,-29%,u,0%
CCc1ccc(-n2c(SCC(=O)N3Cc4ccccc4CC3C(=O)O)nnc2-c2ccncc2)cc1 (stereo unspecified),-0.2%,i,-4.7,-6%,-6%,i,0%,-4%,2%

# (continued)
SMILES,Nrf2 activator,Akt phos inh,CCT chaperon mod,A549 tox,HepG2 viability,ATXN viability,Nrf2 inh,TGFb inhibitor,Mm-Cpn inhibitor
O=C(c1cn(-c2ccccc2)nc1-c1ccc(F)cc1)N1CCOCC1,-0.2%,i,-1.7,-5%,-7%,i,u,2%,0%
CCOC(=O)C(NC(=O)Nc1ccc(C(N)=O)cc1)(c1ccccc1)C(F)(F)F (stereo unspecified),0.0%,i,0.2,-5%,-3%,i,-11%,-6%,0%
CN(CCc1cnn(C)c1)C(=O)CCc1nnc(CCCc2ccccc2)o1,0.5%,i,-0.8,-1%,5%,i,7%,8%,0%
COc1ccc(Nc2nc(-c3c(C)nc4ncccn34)cs2)cc1,10.0%,i,-0.6,-21%,-25%,u,u,u,-12%
Cc1cccc(OCCCC(=O)Nc2nc3ccccc3[nH]2)c1,3.0%,i,-1.6,-18%,-6%,i,u,u,1%
O=C(OCCN(CCOC(=O)c1ccncc1)S(=O)(=O)c1cccs1)c1ccncc1,-0.7%,i,-7.9,1%,-1%,i,12%,-10%,0%
Cc1nn(-c2ccc(Cl)cc2Cl)c(=O)c2ccccc12,0.5%,i,3.2,-1%,-2%,i,u,u,-2%
CC(=O)N1CCOc2ccc(S(=O)(=O)NCCc3ccc(S(N)(=O)=O)cc3)cc21,-0.2%,i,-19,1%,-12%,i,-7%,1%,-1%
CC(C)C(NC(=O)c1ccc(F)cc1)C(=O)N1CCN(C(=O)c2ccco2)CC1 (stereo unspecified),0.3%,i,1.4,1%,-8%,i,-3%,5%,-2%
Cc1ccc(C)c(SCC(=O)NNC(=O)c2ccccc2)c1,0.6%,i,0.4,0%,-6%,i,2%,1%,0%
COc1cccc(NC(=O)CN(C)C(=O)CC(C)c2ccccc2)c1 (stereo unspecified),-0.9%,i,0.1,-11%,-17%,i,-6%,6%,-5%
C1COCCNCCOCCOCCOCCN1,0.0%,i,0.3,-1%,-4%,i,-12%,0%,0%
O=C(COc1ccc(F)cc1)NCCNC(=O)COc1ccc(F)cc1,-0.8%,i,-1.0,-1%,-3%,i,15%,-4%,0%
Cn1c2c(c(=O)n(C)c1=O)CN(CCN1CCNCC1)CN2,-0.3%,i,1.8,6%,7%,i,15%,24%,0%
Cc1cc(=O)c(C(=O)Nc2cccc(N3CCCC3=O)c2)nn1-c1ccccc1F,0.2%,i,-0.8,3%,-1%,i,-1%,11%,-2%

# Compound profiles, as listed above:
# Record of Cn1c2c(c(=O)n(C)c1=O)CN(CCN1CCNCC1)CN2 = Nrf2 activator = -0.3%; Akt phos inh = i; CCT chaperon mod = 1.8; A549 tox = 6%; HepG2 viability = 7%; ATXN viability = i; Nrf2 inh = 15%; TGFb inhibitor = 24%; Mm-Cpn inhibitor = 0%
# Record of CCOC(=O)C(NC(=O)Nc1ccc(C(N)=O)cc1)(c1ccccc1)C(F)(F)F (stereo unspecified) = Nrf2 activator = 0.0%; Akt phos inh = i; CCT chaperon mod = 0.2; A549 tox = -5%; HepG2 viability = -3%; ATXN viability = i; Nrf2 inh = -11%; TGFb inhibitor = -6%; Mm-Cpn inhibitor = 0%
